Compound activity: PubChem BioAssay, several laboratories
PriA SSB inh = inhibitors of Klebsiella pneumoniae PriA binding to SSB C-terminal tail. inhibition, % at 33 µM. actives 0.6% (n = 430,000). AlphaScreen SSBct-PriA binding, biotinylated peptide. AID 1272365; in the data active = inhibition mostly above about 37%, no sharp cut-off; inactive = mostly below about 20%;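 note: plate controls were negative control peptide for no effect and reference peptide for full effect; strong numbers were not always called active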
CCHFV vOTU inh = blocks the CCHF virus ovarian tumor domain protease. CCHFV vOTU protease, Pep-AMC fluorescence. inhibition, % at 11.5 µM. actives 0.55% (n = 370,000); in the data active = inhibition above about 30%; note: 0% = vehicle wells with enzyme and 100% = no enzyme wells
VHR inh abs = blocks human VHR1 dual specificity phosphatase; recombinant VHR phosphatase, pNPP absorbance; actives 0.52% (n = 290,000); inhibition, % at 13.3 µM; in the data active = inhibition above about 50%; note: some compounds called inactive have numbers as strong as hits
Target sequence (P51452 whole entry, looked up): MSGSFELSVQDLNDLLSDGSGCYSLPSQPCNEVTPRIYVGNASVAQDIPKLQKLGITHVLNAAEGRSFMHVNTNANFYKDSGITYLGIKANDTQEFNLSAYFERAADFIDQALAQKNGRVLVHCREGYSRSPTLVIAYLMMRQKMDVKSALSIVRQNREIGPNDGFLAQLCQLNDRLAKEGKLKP
SARS 3CLpro inh = SARS-CoV 3CLpro protease inhibition. inhibition, % at 6 µM. actives 0.14% (n = 290,000). recombinant SARS-CoV 3CLpro, quenched FRET peptide cleavage. AID 1706. P0C6X7; in the data active = inhibition above about 12%
Anthrax LF inh2 = anthrax lethal factor protease inhibition | multiplex microsphere protease cleavage assay, LF | inhibition, % at 10 µM | actives 0.12% (n = 360,000) | AID 588501; note: plate controls were buffer without enzyme for full effect and enzyme alone for no effect
Target sequence (P15917 whole entry, looked up): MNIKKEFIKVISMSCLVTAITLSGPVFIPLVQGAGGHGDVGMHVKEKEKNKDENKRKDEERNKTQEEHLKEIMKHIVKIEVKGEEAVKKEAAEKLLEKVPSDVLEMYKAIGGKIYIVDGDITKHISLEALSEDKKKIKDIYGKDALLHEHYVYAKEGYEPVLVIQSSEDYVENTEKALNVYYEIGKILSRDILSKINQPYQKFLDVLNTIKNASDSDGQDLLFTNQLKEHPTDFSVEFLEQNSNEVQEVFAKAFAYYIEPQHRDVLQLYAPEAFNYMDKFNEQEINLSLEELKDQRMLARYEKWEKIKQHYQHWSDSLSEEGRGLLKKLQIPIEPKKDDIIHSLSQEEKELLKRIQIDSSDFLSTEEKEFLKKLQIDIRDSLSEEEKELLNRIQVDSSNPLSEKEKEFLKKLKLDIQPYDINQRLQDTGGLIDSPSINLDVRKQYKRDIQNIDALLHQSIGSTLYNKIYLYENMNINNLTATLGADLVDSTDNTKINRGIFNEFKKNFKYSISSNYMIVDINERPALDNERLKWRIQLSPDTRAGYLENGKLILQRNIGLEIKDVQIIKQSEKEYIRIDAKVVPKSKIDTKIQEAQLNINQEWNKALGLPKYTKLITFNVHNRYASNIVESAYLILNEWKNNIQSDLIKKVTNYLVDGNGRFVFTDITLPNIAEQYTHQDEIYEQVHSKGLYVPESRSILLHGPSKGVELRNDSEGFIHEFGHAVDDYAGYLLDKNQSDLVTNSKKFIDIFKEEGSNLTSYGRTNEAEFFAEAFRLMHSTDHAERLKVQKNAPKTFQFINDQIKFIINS
Rv3671c inh = inhibitors of M. tuberculosis serine protease Rv3671c | P9WHR9 | inhibition, % at 5.96 µM | actives 0.048% (n = 320,000) | AID 2606; in the data active = inhibition above about 38%;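 note: extracellular domain of Rv3671c used as enzyme; 0% = enzyme with DMSO and 100% = no enzyme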
MazEF act = MazEF (E. coli) toxin RNase activation; P0AE70; FAM/BHQ RNA-DNA oligo cleavage fluorescence, 5 h; activation, % at 20 µM; actives 0.32% (n = 350,000); in the data active = activation above about 50%
Target sequence (P0AE70 whole entry, looked up): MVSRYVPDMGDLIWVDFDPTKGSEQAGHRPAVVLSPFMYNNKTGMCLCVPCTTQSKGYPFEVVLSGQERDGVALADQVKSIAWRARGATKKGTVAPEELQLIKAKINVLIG
PrPC surface inh = reduces human prion protein on the cell surface | P04156 | actives 0.43% (n = 370,000) | AID 720596 | inhibition, % at 13.8 µM | cell surface PrPC, TR-FRET read-out; in the data active = inhibition above about 24%; note: 0% = median of the test wells and 100% = reference compound wells
BoNT A protease = BoNT A light chain protease inhibition; multiplex microsphere protease substrate cleavage, flow cytometry; inhibition, % at 10 µM; actives 0.17% (n = 360,000); AID 588499; note: plate controls were buffer without enzyme for full effect and enzyme alone for no effect
BoNT F protease = BoNT F light chain protease inhibition; Multiplex microsphere protease cleavage assay, flow cytometry; inhibition, % at 10 µM; actives 0.22% (n = 360,000); AID 588497; in the data active = inhibition above about 35%, passing the limit was not always enough; inconclusive = no clear call, values can overlap the other calls; note: plate controls were buffer without enzyme for full effect and enzyme alone for no effect
Starred values were filed as active, the others as inactive; & = joins results of further samples. Cut-off read from the data, not from the text of the source, unless noted: active = inhibition above about 30%; inconclusive = no clear call, values can overlap the other calls; inactive = below that. Only part of the results is shown (hit frequency here may not be typical).

Screening CCOc1ccc(/C=N/NC(=O)c2ccc(F)cc2)cc1CN1CC2CC(C1)c1cccc(=O)n1C2 (centres undefined) returned CCHFV vOTU inh 12, Anthrax LF inh2 -6, Rv3671c inh 12, MazEF act 1, PrPC surface inh 5, BoNT A protease -0.7 and BoNT F protease -4.
For Cc1ccc(S(=O)(=O)NNC(=S)NCC2CCCO2)cc1 (centres undefined) the results were PriA SSB inh -1, CCHFV vOTU inh 2, VHR inh abs 22, SARS 3CLpro inh -11, Anthrax LF inh2 12, Rv3671c inh -4, MazEF act 12, PrPC surface inh -2, BoNT A protease 4.8 and BoNT F protease 8.
`COc1cccc(CNc2ccc3[nH]c(=O)[nH]c3c2)c1OCc1ccccc1F` gave PriA SSB inh 37, CCHFV vOTU inh 6, VHR inh abs 4, SARS 3CLpro inh 2, Anthrax LF inh2 -4, Rv3671c inh 8, MazEF act -13, PrPC surface inh 0, BoNT A protease inconclusive and BoNT F protease inconclusive.
Screening COCCn1c(SCC(=O)c2ccc3c(c2)OCCO3)nnc1C(C)C returned PriA SSB inh -7, CCHFV vOTU inh 1, VHR inh abs -12, SARS 3CLpro inh 0, Anthrax LF inh2 -2, Rv3671c inh -5, MazEF act 1, PrPC surface inh -3, BoNT A protease 0.1 and BoNT F protease 6.
Screening CCc1cccc(CC)c1NC(=O)COc1ccccc1C(=O)c1cc(C#N)c(=O)n(C2CCCCC2)c1 returned PriA SSB inh -11, CCHFV vOTU inh -4, VHR inh abs 6, SARS 3CLpro inh 2, Anthrax LF inh2 0, Rv3671c inh -7, MazEF act -7, PrPC surface inh 20, BoNT A protease -0.6 and BoNT F protease -5.
O=C(N/N=C/c1ccc2ncccc2c1)c1cccc([N+](=O)[O-])c1 was read as CCHFV vOTU inh 11, VHR inh abs 16, SARS 3CLpro inh -6, Anthrax LF inh2 6, Rv3671c inh 0, MazEF act 17, PrPC surface inh -9, BoNT A protease 0.7 and BoNT F protease 6.
CC1(C)CC(c2nc(-c3ccccc3)cs2)CCS1 (centres undefined) was read as PriA SSB inh -22, CCHFV vOTU inh 0, VHR inh abs 17, SARS 3CLpro inh 1, Anthrax LF inh2 -1, Rv3671c inh -7, MazEF act -1, PrPC surface inh 11, BoNT A protease -0.6 and BoNT F protease -5.
For COc1ccccc1CN1CC(C(=O)NCc2cccc(Cl)c2)CCC1=O (centres undefined) the results were PriA SSB inh -11, CCHFV vOTU inh 9, VHR inh abs 12, SARS 3CLpro inh -1, Anthrax LF inh2 -6, Rv3671c inh 4, MazEF act 7, PrPC surface inh 5, BoNT A protease -1.4 and BoNT F protease -11.
`COc1cccc(-n2cc(C(=O)O)c3ccccc3c2=O)c1` gave PriA SSB inh -4, CCHFV vOTU inh -14, VHR inh abs 11, SARS 3CLpro inh -1, Anthrax LF inh2 4, Rv3671c inh 6, MazEF act -15, PrPC surface inh 6, BoNT A protease 1.2 and BoNT F protease 5.
`Clc1ccc(/C=N/Nc2ncnc3ccccc23)cc1Cl` gave CCHFV vOTU inh 0, VHR inh abs 14, SARS 3CLpro inh -7, Anthrax LF inh2 -6, Rv3671c inh 14, MazEF act -4, PrPC surface inh 4, BoNT A protease -2.6 and BoNT F protease -10.
Screening COc1ccc2c(c1)c1nc3ccccc3nc1n2CCn1c(=O)oc2ccccc21 returned PriA SSB inh -30, CCHFV vOTU inh -6, VHR inh abs -14, SARS 3CLpro inh -2, Anthrax LF inh2 0, Rv3671c inh -4, MazEF act 1, PrPC surface inh -4, BoNT A protease 0.9 and BoNT F protease 1.
`CC(=O)Nc1ccc(-c2ccccc2)s1` gave PriA SSB inh -22, CCHFV vOTU inh -3, VHR inh abs 3, SARS 3CLpro inh -2, Anthrax LF inh2 -9, Rv3671c inh 1, MazEF act -7, PrPC surface inh -3, BoNT A protease 0.5 and BoNT F protease -6.

2 neighbouring entries already listed, for reference:
Screening COCCn1c(SCC(=O)c2ccc3c(c2)OCCO3)nnc1C(C)C returned PriA SSB inh -7, CCHFV vOTU inh 1, VHR inh abs -12, SARS 3CLpro inh 0, Anthrax LF inh2 -2, Rv3671c inh -5, MazEF act 1, PrPC surface inh -3, BoNT A protease 0.1 and BoNT F protease 6.
Screening CCc1cccc(CC)c1NC(=O)COc1ccccc1C(=O)c1cc(C#N)c(=O)n(C2CCCCC2)c1 returned PriA SSB inh -11, CCHFV vOTU inh -4, VHR inh abs 6, SARS 3CLpro inh 2, Anthrax LF inh2 0, Rv3671c inh -7, MazEF act -7, PrPC surface inh 20, BoNT A protease -0.6 and BoNT F protease -5.

The listing continues.
CS(=O)(=O)c1ccc(C(=O)NCC(c2ccco2)N2CCCCC2)cc1 (centres undefined) was read as PriA SSB inh 1, CCHFV vOTU inh -10, VHR inh abs 17, SARS 3CLpro inh -1, Anthrax LF inh2 0, Rv3671c inh 1, MazEF act 3, PrPC surface inh 0, BoNT A protease -0.4 and BoNT F protease -1.
Screening O=c1oc2cc([N+](=O)[O-])ccc2nc1/C=C(\O)c1cccc(Br)c1 returned PriA SSB inh -4, CCHFV vOTU inh 29, VHR inh abs 25, SARS 3CLpro inh -3, Anthrax LF inh2 25, Rv3671c inh -8, MazEF act -8, PrPC surface inh -1, BoNT A protease 2.6 and BoNT F protease inconclusive.
Screening Cc1ccc(NS(=O)(=O)c2cc3c4c(cccc4c2)C(=O)NC3=O)cc1 returned PriA SSB inh -7, CCHFV vOTU inh -4, VHR inh abs 3, SARS 3CLpro inh 4, Anthrax LF inh2 0, Rv3671c inh -3, MazEF act 9, PrPC surface inh -1, BoNT A protease 0.9 and BoNT F protease 0.
`O=C1C2ON(c3ccccc3)C(c3ccncc3)C2C(=O)N1c1ccccc1` (centres undefined) gave PriA SSB inh 7, CCHFV vOTU inh -1, VHR inh abs 24, SARS 3CLpro inh -2, Anthrax LF inh2 2, Rv3671c inh -7, MazEF act 1, PrPC surface inh -8, BoNT A protease -2.2 and BoNT F protease -3.
For O=C(Nc1ccc2c(c1)OCCO2)C(=O)NC1CC1 the results were PriA SSB inh 3, CCHFV vOTU inh 3, VHR inh abs 26, SARS 3CLpro inh 0, Anthrax LF inh2 -2, Rv3671c inh -3, MazEF act -3, PrPC surface inh 7, BoNT A protease 0.3 and BoNT F protease 2.
`CCOC(=O)C1(CCOc2ccccc2)CCN(Cc2cc(OC)ccc2OC)CC1` gave PriA SSB inh 16, CCHFV vOTU inh 3, VHR inh abs 6, SARS 3CLpro inh -1, Anthrax LF inh2 -8, Rv3671c inh 0, MazEF act -15, PrPC surface inh 7, BoNT A protease -1.7 and BoNT F protease inconclusive.
`CC1CCCN(C(=O)CNC(=O)c2ccco2)C1` (centres undefined) gave PriA SSB inh -11, CCHFV vOTU inh -5, VHR inh abs 10, SARS 3CLpro inh -3, Anthrax LF inh2 -4, Rv3671c inh -11, MazEF act -8, PrPC surface inh 3, BoNT A protease -2.6 and BoNT F protease 1.
For CCc1nc2ccccc2c(C(=O)OCC(=O)NCc2ccco2)c1C the results were PriA SSB inh 10, CCHFV vOTU inh 0, VHR inh abs 14, SARS 3CLpro inh 1, Anthrax LF inh2 -4, Rv3671c inh -5, MazEF act 2, PrPC surface inh 10, BoNT A protease -0.2 and BoNT F protease 5.
Screening CCCCCC(=O)N1C[C@@H](O)[C@H](n2cc(COC(=O)c3ccccc3)nn2)C[C@@H]1c1ccccc1 returned CCHFV vOTU inh 13, Anthrax LF inh2 -5, MazEF act 8, PrPC surface inh -4, BoNT A protease -0.3 and BoNT F protease 3.
For CC(C)(C)c1ccc(NC(=O)c2ccccc2)c([N+](=O)[O-])c1 the results were PriA SSB inh 59*, CCHFV vOTU inh 12, VHR inh abs -38, SARS 3CLpro inh 3, Anthrax LF inh2 0, Rv3671c inh 1, MazEF act -2, PrPC surface inh 1, BoNT A protease 0.0 and BoNT F protease -6.
For CC(=O)Nc1cc(C(N)=O)c(Cl)cc1Cl the results were PriA SSB inh -7, CCHFV vOTU inh -5, VHR inh abs -5, SARS 3CLpro inh 3, Anthrax LF inh2 -240, Rv3671c inh 8, MazEF act 0, PrPC surface inh -4, BoNT A protease inconclusive and BoNT F protease inactive.
For Cc1ccc([N+](=O)[O-])cc1NC(=O)CN(C(=O)c1ccc(Cl)cc1)C1CCCCC1 the results were PriA SSB inh 15, CCHFV vOTU inh 1, VHR inh abs 17, SARS 3CLpro inh 4, Anthrax LF inh2 -3, Rv3671c inh 3, MazEF act -15, PrPC surface inh 0, BoNT A protease 0.2 and BoNT F protease -1.
CCOP(=O)(OCC)/C(C#N)=C/c1ccc(-c2ccc(F)cc2F)o1 was read as PriA SSB inh -14, CCHFV vOTU inh 15, VHR inh abs 18, SARS 3CLpro inh 1, Anthrax LF inh2 10, Rv3671c inh -6, MazEF act 0, PrPC surface inh 1, BoNT A protease 0.8 and BoNT F protease -10.
For COCCCNC(=S)N(Cc1ccccc1)Cc1ccccc1 the results were PriA SSB inh -10&-35, CCHFV vOTU inh -4, VHR inh abs -14, SARS 3CLpro inh 4, Anthrax LF inh2 0, Rv3671c inh 1, MazEF act -4, PrPC surface inh 6, BoNT A protease -0.2 and BoNT F protease -4.
Screening CCN(CC)c1ccc(/C=N/Nc2nc3ccccc3[nH]2)c(O)c1 returned CCHFV vOTU inh 11, VHR inh abs 10, SARS 3CLpro inh 1, Anthrax LF inh2 -12, Rv3671c inh 32, MazEF act 27, PrPC surface inh 4, BoNT A protease 0.1 and BoNT F protease -26.
For CCN(CC)C(=O)Oc1ccc(Cl)c2cccnc12 the results were PriA SSB inh -7, CCHFV vOTU inh -1, VHR inh abs 17, SARS 3CLpro inh 0, Anthrax LF inh2 -2, Rv3671c inh 0, MazEF act 10, PrPC surface inh -6, BoNT A protease 0.5 and BoNT F protease 0.
`Cc1ccc2oc(C(=O)N(C)Cc3ccon3)c(C)c2c1` gave PriA SSB inh -10, CCHFV vOTU inh -6, VHR inh abs -4, SARS 3CLpro inh -5, Anthrax LF inh2 -2, Rv3671c inh 0, MazEF act 2, PrPC surface inh 3, BoNT A protease 0.8 and BoNT F protease 4.
Screening CN(C)c1ccc(N2C(=O)CSC2=S)cc1 returned PriA SSB inh 13, CCHFV vOTU inh 2, VHR inh abs 7, SARS 3CLpro inh 4, Anthrax LF inh2 0, Rv3671c inh -28, MazEF act 4, PrPC surface inh 1, BoNT A protease 0.4 and BoNT F protease -5.
COc1ccc(CNc2nc(NCc3ccc(OC)cc3)n(C(C)=O)n2)cc1 was read as PriA SSB inh 7, CCHFV vOTU inh -6, VHR inh abs -9, SARS 3CLpro inh -6, Anthrax LF inh2 -1, Rv3671c inh 4, MazEF act -10, PrPC surface inh 0, BoNT A protease 0.0 and BoNT F protease -7.
CCCOc1ccc(C2C3=C(Nc4nc(N)[nH]c(=O)c42)c2ccccc2C3=O)cc1 (centres undefined) was read as PriA SSB inh 5, CCHFV vOTU inh 8, VHR inh abs 30, SARS 3CLpro inh -4, Anthrax LF inh2 -2, Rv3671c inh 9, MazEF act -2, PrPC surface inh -1, BoNT A protease -0.6 and BoNT F protease -10.
`Cc1nnc(NC(=O)CCn2c(=O)oc3ccc(Cl)cc32)s1` gave PriA SSB inh 1, CCHFV vOTU inh 16, VHR inh abs -13, SARS 3CLpro inh 1, Anthrax LF inh2 3, Rv3671c inh -3, MazEF act 4, PrPC surface inh -4, BoNT A protease 2.1 and BoNT F protease 5.

Three entries out of the list, ordered by SMILES length, smallest number first:
`Cc1ccc2oc(C(=O)N(C)Cc3ccon3)c(C)c2c1` gave PriA SSB inh -10, CCHFV vOTU inh -6, VHR inh abs -4, SARS 3CLpro inh -5, Anthrax LF inh2 -2, Rv3671c inh 0, MazEF act 2, PrPC surface inh 3, BoNT A protease 0.8 and BoNT F protease 4.
Screening CCN(CC)c1ccc(/C=N/Nc2nc3ccccc3[nH]2)c(O)c1 returned CCHFV vOTU inh 11, VHR inh abs 10, SARS 3CLpro inh 1, Anthrax LF inh2 -12, Rv3671c inh 32, MazEF act 27, PrPC surface inh 4, BoNT A protease 0.1 and BoNT F protease -26.
CCCOc1ccc(C2C3=C(Nc4nc(N)[nH]c(=O)c42)c2ccccc2C3=O)cc1 (centres undefined) was read as PriA SSB inh 5, CCHFV vOTU inh 8, VHR inh abs 30, SARS 3CLpro inh -4, Anthrax LF inh2 -2, Rv3671c inh 9, MazEF act -2, PrPC surface inh -1, BoNT A protease -0.6 and BoNT F protease -10.
